# Assay outcomes from PubChem BioAssay.
# TDP1 cell noCPT = qHTS for Inhibitors of human tyrosyl-DNA phosphodiesterase 1 (TDP1): qHTS in cells in absence of CPT; DT40 Tdp1-/- hTDP1 cells, no CPT, ATP luminescence, 48 h; Potency, µM (highest dose often 46.2 µM), inactives show at the top dose activity change, negative = growth inhibition, actives largely listed as inhibitors; 420,000 tested, 15% active; note: nearly all actives have a fitted effect of over 55% in size
#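 Cells were dispensed at 400 per well, compounds added by pin tool, plates incubated ≥48 hr at 37 °C, then CellTiter-Glo added for 30 min at room temperature before luminescence reading. Line: DT40 Tdp1-/- complemented with hTDP1; camptothecin omitted.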
# TDP1 cell CPT = DT40-hTDP1 cell growth loss with CPT. chicken DT40 Tdp1-/-;hTDP1 cells + 20 nM CPT, ATP luminescence, 48 h. Potency, µM (series often up to 46.2 µM), for inactives: at the highest dose activity change, negative = growth inhibition, usual class: inhibitors. 420,000 tested, 12% active. AID 686979; note: nearly all actives have a fitted effect of over 55% in size
#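 Chicken DT40 Tdp1-/- cells complemented with human TDP1, 400 cells/well, exposed to compounds plus 20 nM camptothecin for at least 48 h at 37 C; viability read as ATP content by CellTiter-Glo luminescence.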
# TDP1 inh = blocks human tyrosyl-DNA phosphodiesterase 1 | Q9NUW8 | recombinant TDP1, AlphaScreen DNA substrate cleavage | Potency, µM (series often up to 130 µM), for inactives: at the highest dose activity change, negative = inhibition, hits mostly inhibitors | 350,000 tested, 0.28% active | AID 485290; note: nearly all actives have a fitted effect of over 40% in size
# Target sequence (Q9NUW8 whole entry, looked up): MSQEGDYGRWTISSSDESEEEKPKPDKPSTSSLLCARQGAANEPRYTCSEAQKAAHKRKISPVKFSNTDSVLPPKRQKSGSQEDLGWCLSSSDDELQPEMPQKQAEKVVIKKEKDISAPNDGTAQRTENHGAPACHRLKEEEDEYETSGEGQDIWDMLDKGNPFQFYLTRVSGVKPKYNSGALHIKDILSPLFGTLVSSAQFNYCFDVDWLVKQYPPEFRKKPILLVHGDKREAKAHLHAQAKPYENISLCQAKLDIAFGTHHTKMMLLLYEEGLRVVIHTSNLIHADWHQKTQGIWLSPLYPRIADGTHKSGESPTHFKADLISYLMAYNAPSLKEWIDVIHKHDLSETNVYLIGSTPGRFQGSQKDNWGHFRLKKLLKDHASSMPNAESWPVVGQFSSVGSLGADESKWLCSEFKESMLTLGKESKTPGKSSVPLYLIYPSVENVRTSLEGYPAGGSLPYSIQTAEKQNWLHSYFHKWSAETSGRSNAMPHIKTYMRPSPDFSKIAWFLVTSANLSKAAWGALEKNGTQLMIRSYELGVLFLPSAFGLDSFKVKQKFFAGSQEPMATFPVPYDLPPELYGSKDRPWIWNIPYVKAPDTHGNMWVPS
#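 Signal: AlphaScreen proximity between streptavidin donor and anti-FITC acceptor beads on intact substrate. Reaction: Tdp1 1 nM, substrate 15 nM final, 5 min RT after 15 min compound preincubation.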
# * marks the source's active call; other numbers are inactive results; ? = inconclusive; . = no result given; & = joins results of further samples; [ ] = dose if it differs, or a comment. Calls come from the whole dose curve; as a rule, active = well fitted curve in the direction sought with a large enough effect; inconclusive = small, poorly fitted or top-dose-only effect, or another doubt; inactive = no such curve, though single readings can be large; an effect the other way counts as inactive or inconclusive. % is set by controls: 0 for no effect and ±100 for the full control effect; potency is the fitted concentration of half-maximal effect.
SMILES,TDP1 cell noCPT,TDP1 cell CPT,TDP1 inh
COc1ccnc2c1c(=O)n(Cc1cccc(F)c1)c(=O)n2C,-26%,-12%,1%
COc1ccc(C(=O)Nc2cc(C)on2)cc1S(=O)(=O)N1CC(c2ccccc2)CC1=O (centres undefined),-19%,-3%,6%
COc1cccc(-c2nc(-c3ccccc3)c(-c3ccccc3)[nH]2)c1OCC(=O)O,-25%,-8%,.
O=C(NCc1ccccc1)c1ccccc1CO,?,7%,4%
Cc1cccn2c(=O)c3cc(C#N)c(=O)n(CCCN4CCOCC4)c3nc12,?,?,3%
Cc1cccc(NC(=O)N2CCN(Cc3ccccc3)CC2)c1,9%,4%,7%[56.1 µM]
C=C(C)COC(=O)c1ccccc1C(=O)OCC1(C)CO1 (centres undefined),?,?,.
CC(=O)[C@@H]1[C@@H]2C(=O)N(c3ccccc3F)C(=O)[C@@H]2[C@H]2c3ccccc3C=NN12,1%,0%,5%
CCCCCOc1ccc(NC2=CC(=O)CCC2)cc1,?,?,.
CCOC(=O)c1[nH]c(CSc2nnc(-c3ccc(OC)cc3)o2)c(C(=O)OCC)c1C,-11%,-19%,0%

# Two compounds drawn at random from the list so far, as already listed:
SMILES,TDP1 cell noCPT,TDP1 cell CPT,TDP1 inh
O=C(NCc1ccccc1)c1ccccc1CO,?,7%,4%
CC(=O)[C@@H]1[C@@H]2C(=O)N(c3ccccc3F)C(=O)[C@@H]2[C@H]2c3ccccc3C=NN12,1%,0%,5%

# The listing continues:
SMILES,TDP1 cell noCPT,TDP1 cell CPT,TDP1 inh
CCN1CCN(C(=O)Cn2ncc3c4ccccc4n(Cc4ccccc4F)c3c2=O)CC1,18µM*,15µM*,8%
O=C(Cc1cccs1)Nc1nnc(SCc2ccc(F)cc2)s1,-9%,?,2%
CN1CCN(C(=O)c2ccc(-c3cccs3)s2)CC1,-3%,0%,3%
CCOc1ncccc1C(=O)N1CCN(Cc2ccc3c(c2)OCO3)CC1,-23%,-13%,4%
Cc1ccc(C)c(Cn2nnc(C(=O)NCc3ccccc3)c2N)c1,?,-16%,1%
CCOC(=O)c1ccccc1OC(=O)Oc1ccccc1C(=O)OCC,-24%,7%,.
O=C(NC1CCCC1)C(c1ccc(Cl)cc1)N(C(=O)c1csnn1)C1CC1 (centres undefined),-8%,-10%,3%
Nc1cc(N2CCCCC2)c([N+](=O)[O-])cc1Cl,-13%,-21%,5%
CCCCOc1ccc(C(=O)CCN2CCCCC2)cc1,6.5µM*,8.2µM*,5%
O=C(Cn1cc(C(F)(F)F)cc(Cl)c1=O)Nc1cc(Cl)cc(Cl)c1,-14%,1%,0%
COc1cc(CNCCc2c[nH]c3ccccc23)ccc1OCc1ccccc1F,?,18µM*,8%
CCOC(=O)C1=C(C)Nc2sc(C(=O)c3ccc(Br)cc3)c(N)c2C1c1ccc(C(=O)OC)cc1 (centres undefined),?,?,6%
CN(CC(=O)Nc1ccccc1Cl)C(=O)CN1C(=O)C2CCCCC2C1=O (centres undefined),3%,-11%,-2%[0.505 µM]
Cc1ccc(OCC(=O)NNC(=S)NC(=O)c2cccs2)c(C)c1,16µM*,16µM*,3%
COC(=O)c1c(N)[nH]c(C(=O)c2ccccc2)c1-c1ccccc1Br,16µM*,?,.
O=C(COc1ccc(-c2nnco2)cc1)Nc1c(F)cccc1F,-3%,9%,3%[0.505 µM]
Cc1ccc(N(CC(=O)N2CCN(c3cccc(Cl)c3)CC2)S(=O)(=O)c2c(C)noc2C)cc1,?,?,0%
COc1ccc([N+](=O)[O-])cc1N(CC(=O)NCC1CCCO1)S(C)(=O)=O (centres undefined),3%,1%,-1%
N/C(=N\OC(=O)c1ccc2c(c1)OCO2)c1ccc([N+](=O)[O-])cc1,4%,-4%,5%
COc1ccc(C(=O)CCc2ccccc2)c(O)c1,-11%,22%,.
CNC(=S)NNC(=O)COc1ccc(C)c(C)c1,?,12%,5%
COc1cc(NC(=O)CNS(=O)(=O)c2cccs2)cc(OC)c1OC,-22%,-3%,4%
Cc1ccc2[nH]c(CSc3nnc(NC(=O)COc4ccccc4Cl)s3)cc(=O)c2c1,?,?,3%
O=C(N/N=C/c1ccccn1)c1cc(-c2ccccc2Cl)n[nH]1,18µM*,?,8%
Cc1ccc(CN2C(=O)CCC2C(=O)NCc2ccco2)cc1 (centres undefined),0%,-19%,4%
CC(C)CNc1ncnc2c1ncn2[C@H]1CN(CCN2CCOCC2)C[C@@H](CO)O1,-7%,-3%,.
Cc1nn(Cc2ccc(F)cc2)c(C)c1NC(=O)c1cnn2c1NC(c1cccs1)CC2C(F)(F)F (centres undefined),-17%,?,8%
COCCCN1C(=O)N(c2ccccc2)C(=O)C1CC(=O)Nc1ccc(F)cc1 (centres undefined),-1%&-10%,?,1%
COc1ccc(NC(=O)CN2CCC(C(N)=O)(N3CCCCC3)CC2)cc1,-7%,-22%,5%
Fc1ccc(NCc2nnc(SCc3ccccc3)o2)cc1,-3%,?,1%
CCOC(=O)c1cc(NC(=O)N(C(C)C)C(C)C)c(C)nc1C,-3%,-24%,-1%
OC(CSc1nnnn1-c1ccccc1)Cn1c2ccccc2c2ccccc21 (centres undefined),?,?,.
Cc1ccc(NC(=O)COC(=O)CCc2c(C)nc3ncnn3c2C)cc1,4%,24%,2%
CCN(CC)S(=O)(=O)c1ccc2c(c1)c(=O)c(C(=O)N1CCN(c3ccccn3)CC1)cn2C,1%,-18%,.
C=CCOc1ccccc1CN1CCCC(CCC(=O)N(C)CCc2ccccn2)C1 (centres undefined),2%,3%,.
COC(=O)c1sccc1NS(=O)(=O)c1ccccc1,0%,?,3%
O=C(CSc1nnc2n1CCCCC2)Nc1ccc(N2CCOCC2)cc1,-10%,0%,4%
CN(C)CCNC(=O)C1Cc2c(-c3ccccc3Oc3ccccc3)ccnc2O1 (centres undefined),18µM*,29µM*,.
COc1cccc(NC(=O)CSc2nnc(CN3CCOCC3)n2C)c1,-4%,14%,4%
CC(C)(C)NCCOCCOc1ccc(Cl)cc1C(C)(C)C,?,?,-1%
Cc1cc(C)nc(NC(=O)c2ccc(C)c(C)c2)n1,7%,12%,.
O=C(NC(=S)Nc1ccc(-c2nc3ncccc3o2)cc1)c1ccccc1F,-2%,-6%,10%
Cc1c(NC(=O)CN2c3cccc4cccc(c34)S2(=O)=O)c(=O)n(-c2ccccc2)n1C,-14%,-12%,2%
O=C(CC1CCCCC1)Nc1ncn[nH]1,4%,-1%,-6%
Cc1cc(C(=O)N2CCN(S(C)(=O)=O)CC2)cs1,-2%,15%,2%
CCCC[C@H](CC(=O)c1ccccc1)[C@@H](OC(C)=O)C(=O)Oc1c(C(C)C)cccc1C(C)C,?,13µM*,-5%
COc1cccc(-c2[nH]c3c(c2-c2c(-n4cccc4)n(C)c(=O)[nH]c2=O)c(=O)[nH]c(=O)n3C)c1,-11%,0%,1%
CC(OC(=O)/C=C/c1ccccc1)C(=O)Nc1ccc2c(c1)OCCO2 (centres undefined),?,-28%,0%
Cc1ccc(-n2ncc(C#N)c2/N=C/N(C)C)cc1,-16%,-14%,1%
O=C(Cn1ccc2ccccc2c1=O)NCC(=O)N1CCN(c2ccc(F)cc2)CC1,1%,2%,0%

# Continuation.
SMILES,TDP1 cell noCPT,TDP1 cell CPT,TDP1 inh
Cc1cccc(OCc2nnc(NC(=O)Cc3cccs3)s2)c1,-20%,-8%,5%[56.1 µM]
Cc1ccc(S(=O)(=O)N(C)C)cc1-n1c(SCC(=O)Nc2ccc(F)c(F)c2F)nc2ccccc2c1=O,21µM*,15µM*,5%
Cc1cc(O)c(C=O)c2c1C(=O)Oc1c(C)c(O)c3c(c1O2)C(O)OC3=O (centres undefined),0%,9%,7.9µM*
COc1ccc(NS(=O)(=O)c2cn(C)nc2C)cc1,-1%,-1%,1%
COc1ccc(C2C(C(C)=O)=C(O)C(=O)N2C)c(OC)c1 (centres undefined),-16%,-1%,-7%
COc1ccc(C(C)(O)c2nc(-c3ccc(N(C)C)cc3)cs2)cc1 (centres undefined),16µM*,18µM*,.
CCn1c(SCC(=O)N(C)c2c(N)n(Cc3ccccc3)c(=O)[nH]c2=O)nnc1-c1cccs1,-2%,7%,.
O=C(OCc1cc(=O)n2c3c(sc2n1)CCCC3)c1cccc(NC(=O)c2ccccc2F)c1,?,?,1%
COC(=O)c1cc(S(=O)(=O)Nc2cccc(C)c2C)cn1C,-17%,-30%,.
C/C(=N\NC(=O)C(O)(c1ccccc1)c1ccccc1)c1ccc(NC(=O)CCCC(=O)O)cc1,26%,-5%,3%[56.1 µM]

# Shown with two lines to a compound: part of the list above.
# Fields: TDP1 cell noCPT	TDP1 cell CPT	TDP1 inh
O=C(CC1CCCCC1)Nc1ncn[nH]1
→ 4%	-1%	-6%
Cc1cc(C(=O)N2CCN(S(C)(=O)=O)CC2)cs1
→ -2%	15%	2%
CCCC[C@H](CC(=O)c1ccccc1)[C@@H](OC(C)=O)C(=O)Oc1c(C(C)C)cccc1C(C)C
→ ?	13µM*	-5%
COc1cccc(-c2[nH]c3c(c2-c2c(-n4cccc4)n(C)c(=O)[nH]c2=O)c(=O)[nH]c(=O)n3C)c1
→ -11%	0%	1%
CC(OC(=O)/C=C/c1ccccc1)C(=O)Nc1ccc2c(c1)OCCO2 (centres undefined)
→ ?	-28%	0%
Cc1ccc(-n2ncc(C#N)c2/N=C/N(C)C)cc1
→ -16%	-14%	1%
O=C(Cn1ccc2ccccc2c1=O)NCC(=O)N1CCN(c2ccc(F)cc2)CC1
→ 1%	2%	0%
Cc1cccc(OCc2nnc(NC(=O)Cc3cccs3)s2)c1
→ -20%	-8%	5%[56.1 µM]
Cc1ccc(S(=O)(=O)N(C)C)cc1-n1c(SCC(=O)Nc2ccc(F)c(F)c2F)nc2ccccc2c1=O
→ 21µM*	15µM*	5%
Cc1cc(O)c(C=O)c2c1C(=O)Oc1c(C)c(O)c3c(c1O2)C(O)OC3=O (centres undefined)
→ 0%	9%	7.9µM*
COc1ccc(NS(=O)(=O)c2cn(C)nc2C)cc1
→ -1%	-1%	1%
COc1ccc(C2C(C(C)=O)=C(O)C(=O)N2C)c(OC)c1 (centres undefined)
→ -16%	-1%	-7%
COc1ccc(C(C)(O)c2nc(-c3ccc(N(C)C)cc3)cs2)cc1 (centres undefined)
→ 16µM*	18µM*	.
CCn1c(SCC(=O)N(C)c2c(N)n(Cc3ccccc3)c(=O)[nH]c2=O)nnc1-c1cccs1
→ -2%	7%	.
O=C(OCc1cc(=O)n2c3c(sc2n1)CCCC3)c1cccc(NC(=O)c2ccccc2F)c1
→ ?	?	1%
COC(=O)c1cc(S(=O)(=O)Nc2cccc(C)c2C)cn1C
→ -17%	-30%	.
C/C(=N\NC(=O)C(O)(c1ccccc1)c1ccccc1)c1ccc(NC(=O)CCCC(=O)O)cc1
→ 26%	-5%	3%[56.1 µM]

# Continued.
SMILES,TDP1 cell noCPT,TDP1 cell CPT,TDP1 inh
Cc1cc(NC(=O)C2CC2)ncc1NC(=O)c1ccccn1,-2%,?,-6%
O=C(CSc1nnc(COc2ccccc2Cl)o1)Nc1ccccc1,6%,-2%,-1%
CCOC(=O)c1ccc(-c2c(-c3ccc(OC)cc3)oc(=O)c3cc(OC)c(OC)cc23)cc1F,10µM*,21µM*,0%
COC(=O)Nc1sc2c(c1C(=O)NC1CC1)CCCCCC2,-2%,-22%,-2%
CCCCOc1c(Br)cc(/C=N/O)cc1OCC,-19%,?,-4%
COC(=O)c1cc(Br)c(=O)n(-c2nccs2)c1,?,-4%,7%
CC(C)C1CC(c2ccccc2)(C(CN)CO)CCO1 (centres undefined),?,-23%,.
